Source: PubChem (Broad Institute)
PGC1a acetyl inh – lowers PGC1a acetylation signal in U2OS cells. actives 0.17% (n = 350,000). AlphaScreen anti-acetyl-lysine; with virally co-expressed GCN5 acetyltransferase. AID 651687. inhibition, % at 15.6 µM;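 active = every replicate shows inhibition of at least 40%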;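 also: 0% = neutral control wells and 100% = positive control wells; some results beyond the cut were filed as inactive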
INS-1E GSIS act – GLuc luminescence reporter in INS-1E cells, primary screen for activators of glucose-dependent secretion of insulin | activation, % at 16.6 µM | actives 0.61% (n = 370,000) | INS-1E GLuc reporter insulin secretion, 2-3 h;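 active = lowest replicate activation of at least 40%, so every replicate reaches that level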;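 also: 0% = median of neutral control wells and 100% = median of IBMX positive control wells; some compounds called inactive have numbers as strong as hits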
C2C12 statin – protects C2C12 myotubes from simvastatin toxicity | rescue of ATP level, % at 7.49 µM | ATP luminescence, 48 h; scaled: DMSO 0, geranylgeraniol control 100 | AID 602340 | actives 0.78% (n = 330,000);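 active = mean ATP rescue above about 67%, or every replicate alone reaching that limit, limit read from the data, passing the limit was not always enough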;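 also: myotubes were challenged with 10 µM simvastatin during compound exposure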
PglD DTNB – inhibitors of Campylobacter jejuni PglD acetyltransferase; actives 0.098% (n = 360,000); inhibition, % at 12.5 µM; purified PglD enzyme, DTNB colorimetric CoA detection; in the data active = inhibition above about 16%, passing the limit was not always enough; also: strong numbers were not always called active
miR122 inh – miR-122 inhibition in Huh7 cells; AID 602342; actives 0.3% (n = 340,000); Huh7 miR-122 Renilla luciferase sensor, 48 h; neutral wells = 0, positive control = 100; activation (reporter increase), % at 12.5 µM;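 active = mean replicate activation score at least 90 and every replicate individually at or above 90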;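 also: higher luciferase means less miR-122 activity so hits act as miR-122 inhibitors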
Cneo AK release – Cryptococcus neoformans lysis via adenylate kinase release; C. neoformans lysis, adenylate kinase release luminescence, 4 h; normalised: neutral wells 0, clomiphene wells 100; AID 651654; actives 0.2% (n = 360,000); lysis activity, % at 15 µM;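 active = mean lysis activity across replicates of at least 80%, whatever share of replicates individually reach that level; inactive = mean lysis activity below 80%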
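Signal: Adenylate kinase release luminescence | Assay system: Log-phase Cryptococcus neoformans yeast cells | Input: Cells at 5 × 10^6 per mL | Buffer or medium: Fresh YPD growth medium | Compound: Single dose | Schedule: Static 4 h at 37 °C with compound, 1 h detection | Controls: Clomiphene | Read-out: Luminescence rise reflecting yeast cell lysis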
CFTR F508del cor – correctors of CFTR F508del function in bronchial epithelial cells; CFBE cells, YFP halide quenching; stimulated with forskolin plus potentiator P3; % fluorescence drop versus neutral controls; activity (quench increase), % at 7.58 µM; actives 0.36% (n = 350,000);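 active = mean added fluorescence quench of at least 8% versus neutral control, with both replicates also reaching 8%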;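 also: cells transiently co-express mutant CFTR-F508del with the halide-sensitive YFP; corrector assay measuring rescue of mutant channel to the surface after 24 h compound exposure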
FN deposition inh – fibronectin deposition inhibition | actives 0.086% (n = 350,000) | inhibition, % at 12.6 µM | AH1F fibroblasts, Alexa488-fibronectin deposition fluorescence, overnight | AID 743247;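 active = mean inhibition across replicates of 30% or more, regardless of how many single replicates reach that level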;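 also: positive control wells lacked labelled fibronectin entirely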
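Assay system: AH1F fibroblasts assembling fluorescent fibronectin matrix; Amount: 10000 AH1F cells per well; Buffer or medium: DMEM, 2% serum; Probe or stimulus: Alexa488-fibronectin, 24 nM final in well; Doses: single compound dose, delivered by pin transfer; Incubation: 1 h adhesion, overnight exposure; Measured by: fluorescence 485/525 nm; Read-out: fibronectin deposition inhibition.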
Numbers without * were called inactive; / = no result given; [ ] = another dose, or the depositor's remark.

SMILES	PGC1a acetyl inh	INS-1E GSIS act	C2C12 statin	PglD DTNB	miR122 inh	Cneo AK release	CFTR F508del cor	FN deposition inh
COc1ccccc1C1/C(=C(\O)c2ccc3c(c2)OCCO3)C(=O)C(=O)N1Cc1cccnc1 (stereo unspecified)	15	2	2	2	-5	1	-2.3	2
CCNC(=O)C[C@@H]1CC[C@@H]2[C@H](COc3ccc(NC(=O)c4ccccc4)cc3C(=O)N2C)O1	3	-2	-7	3	17[16.7 µM]	5	-0.1	-17
O=C(NC1CCCCC1)c1ccc(-c2ccccc2[N+](=O)[O-])o1	-10	7	-11	-4	0	-3	1.2	/
CO[C@H]1CN(C)C(=O)c2cc(NC(C)=O)ccc2OC[C@H](C)N(Cc2ccccn2)C[C@H]1C	-13	2	-6	5	-3[16.7 µM]	-4	3.8	5
CNc1nc2c(c(=O)[nH]c(=O)n2C)n1CCCc1ccccc1	1	10	-2	0	1	1	-1.1	-4
CC(C)N(C(=O)c1ccc(-c2ccccc2F)cc1)C(C)C	0	-27	/	-1	2	2	-1.3	-2
c1ccc2c(c1)nc1n2CCS1	-8	-2	1	10	-3	-1	/	3
COc1ccc(C(=O)N2CCOC23CCN(c2ncccn2)CC3)cc1	-7	-1	2	-3	-5	-3	2.6	-2
Cc1cc2c(cc1S(=O)(=O)NCc1ccccc1)NC(=O)CO2	/	28	/	1	/	1	-1.1	3
O=C1C(=O)N(CCN2CCOCC2)C(c2ccccn2)/C1=C(/O)c1ccccc1 (stereo unspecified)	-6	/	1	0	-18	1	/	-4
Cc1cc(C)n2nc(SCC(=O)NC3CCCCC3C)nc2n1 (stereo unspecified)	18	5	2	0	-4	4	-0.1	7
C[C@@H]1CN([C@@H](C)CO)C(=O)c2cc(NS(=O)(=O)c3ccc(Cl)cc3)ccc2O[C@@H]1CN(C)S(=O)(=O)c1ccccc1	-14	-14	-13	8	7[16.7 µM]	4	-1.6	/
CN1c2ccc(-c3ccccc3F)cc2[C@H]2[C@H](CCN2C(=O)Cc2ccccn2)[C@@H]1CO	3	-10	15	-1	-3[16.7 µM]	-3	-0.7	-6
CCOP(=O)(OCC)C(NC(=O)Nc1ccc(Cl)cc1)C(=O)N(CC)CC (stereo unspecified)	/	-5	-5	-9	-20	-1	-0.7	0
CC12CCC(=O)C=C1CCC1C3CC(O)C(O)(C(=O)CO)C3(C)CC(O)C12F (stereo unspecified)	4	/	6	/	0	/	0.7	-1
COc1ccc(CCNC(=O)C(=O)N2CCCCC2)cc1OC	-1	/	-3	4	-3	1	/	/
CCC1=NN2C(=N)/C(=C\c3ccc(OCCOc4ccccc4OC)cc3)C(=O)N=C2S1	-2	-10	6	-4	-3	5	-0.4	4
O=C(COC(=O)CCCC1=NS(=O)(=O)c2ccccc2N1)Nc1ccccc1	-23	8	18	2	5	-1	-1.8	-3
CC(=O)c1cccc(NC(=S)N2CCN(S(=O)(=O)c3ccccc3)CC2)c1	/	-5	0	2	/	-2	1.7	-3
CCn1c2ccc(F)cc2c2nnc(SCCN3CCOCC3)nc21	9	50	-8	4	-5	2	/	5
COc1ccccc1NC(=O)C(C)Sc1nc2ccccc2c(=O)n1CC1CCCO1 (stereo unspecified)	/	-9	18	2	/	-2	1.5	5
O=C(NCC(=O)N(Cc1ccco1)C(C(=O)NC1CCCCC1)c1cccnc1)c1cccs1 (stereo unspecified)	4	43	-1	-10	2	-2	/	/
CC(C)CC(NC(=O)c1ccc(Cl)cc1)C(=O)O (stereo unspecified)	/	/	13	-1	18	-1	/	-2
C[C@H]1CCCCO[C@H](CN(C)Cc2ccccc2)[C@@H](C)CN([C@@H](C)CO)C(=O)c2cc(NC(=O)NC3CCCCC3)ccc2O1	-28	-28	/	-1	-2[16.7 µM]	0	1.5	/
COc1ccc(C#Cc2ccc([C@H]3[C@@H](CO)N4C(=O)CN(C(=O)c5ccc(F)cc5)C[C@H]34)cc2)cc1	-9	-8	/	/	/	/	2.8	-15
Next part:
SMILES	PGC1a acetyl inh	INS-1E GSIS act	C2C12 statin	PglD DTNB	miR122 inh	Cneo AK release	CFTR F508del cor	FN deposition inh
c1ccc(CSc2nnnn2-c2cccc3ccccc23)nc1	2	/	/	-7	1	0	/	/
CCOc1cc(C)cc2oc(=O)cc(-c3ccccc3)c12	1	30	-15	4	5	-1	2.3	-5
CC(C)CC1CC(=O)OC1(C)C(=O)CSc1nc2ccccc2s1 (stereo unspecified)	-4	-6	-5	2	7	-9	/	/
COc1ccccc1N1CCN(C/C(O)=C(\C#N)c2nc(-c3ccccc3)cs2)CC1	-6	/	4	2	-3	-1	/	/
C[C@@H]1CN([C@H](C)CO)C(=O)c2cc(C#CCN(C)C)cnc2O[C@H]1CN(C)C(=O)Nc1cccc(F)c1	-11	7	7	-2	-5[16.7 µM]	3	0.7	/
Cc1ccc(C(=O)NCCc2c[nH]c3ccccc23)s1	/	11	-11	1	-2	6	0.3	3
O=C(NC(=S)Nc1cccc(F)c1)c1cccc([N+](=O)[O-])c1	/	-5	-18	/	/	/	5.3	-6
O=[N+]([O-])c1cccc(S(=O)(=O)N2CCc3ccccc3C2)c1	-3	1	-6	1	2	-3	1.7	-3
COc1ccc(CCNC(=O)c2c(C)noc2C)cc1	3	5	2	-1	-3	0	-0.4	/
COc1ccccc1Cc1c(-c2ccco2)nc2ccc(Br)cn12	-1	-9	4	2	-1	1	-0.6	-9
CCN(CC)C(=O)COc1ccc2c(c1)C(=O)CC(C)(C)O2	8	29	4	-1	4	-1	1.6	-4
Cn1c(CN2CCCC2)nc2cc(NC(=O)Nc3ccccc3)ccc21	-12	9	8	-1	3	-6	2.5	/
CO[C@H]1CN(C)C(=O)c2cc(NC(=O)C3CC3)ccc2OC[C@H](C)N(CC2CCCC2)C[C@@H]1C	-1	8	-22	-2	-1[16.7 µM]	-2	0.4	-18
CC(C)NC(=O)N1C[C@@H]2[C@H](c3ccccc31)[C@H](CO)N2C(=O)c1ccccc1F	-9	5	-13	0	-4[16.7 µM]	-2	-3.2	/
COC(=O)N1CC(c2ccccc2)CC1=O (stereo unspecified)	5	-2	1	/	-1	/	/	/
CC(CNC(=O)CN1C(=O)NC2(CCOc3ccccc32)C1=O)c1ccccc1 (stereo unspecified)	/	-3	-1	0	/	0	1.7	7
CO[C@@H]1CN(C)C(=O)c2cc(NS(C)(=O)=O)ccc2OC[C@@H](C)N(C(=O)C2CC2)C[C@@H]1C	11	11	-9	1	/	-9	-1.4	5
COC(=O)c1ccccc1NS(=O)(=O)c1ccc2[nH]c(=O)[nH]c2c1	/	24	20	/	7	/	/	20
C[C@H]1CCCCO[C@@H](CN(C)C(=O)c2ccccc2)[C@@H](C)CN([C@@H](C)CO)C(=O)c2cc(NC(=O)C3CCCCC3)ccc2O1	9	-12	-4	1	14[16.7 µM]	1	-0.4	/
CC(C)NC(=O)N1CCCCN2[C@H](CO)[C@H](c3ccc(C#Cc4ccccc4)cc3)[C@@H]2C1	1	-11	/	5	-4[16.7 µM]	1	2.6	/
c1ccc2sc(N3CCN(Cc4nnnn4CC4CCCO4)CC3)nc2c1 (stereo unspecified)	-8	6	1	-1	-4	0	/	/
O=C(Cn1cc(C(F)(F)F)ccc1=O)Nc1ccccc1	7	17	/	1	/	0	-1.8	0
CCN(CC)CCn1c2c(c(SCC(=O)Nc3nccs3)nc1=O)CCCC2	/	4	-1	/	2	/	-1.7	-2
Cc1ccc(C)c(NC(=O)CN(C)C(=O)c2cc3c(s2)CCCCC3)c1	7	-9	-3	/	-5	/	0.7	-4
CCN1[C@@H]2c3ccc(-c4ccccc4)c(=O)n3C[C@@H]2[C@@H](CO)[C@@H]1C(=O)NCC1CC1	/	6	15	-2	0[16.7 µM]	-1	0.7	/
Next results:
SMILES	PGC1a acetyl inh	INS-1E GSIS act	C2C12 statin	PglD DTNB	miR122 inh	Cneo AK release	CFTR F508del cor	FN deposition inh
CCOC(=O)C1(Cc2ccccc2)CCCN(Cc2ccc(OCC)c(CO)c2)C1 (stereo unspecified)	6	-24	8	0	6	0	0.6	/
COc1ccc(S(=O)(=O)N[C@@H]2CC[C@@H](CC(=O)O)O[C@@H]2CO)cc1	8	8	-3	2	/	48	0.4	-6
COc1ccc2nc(SCC(=O)NN)cc(C)c2c1	4	/	7	-7	73	2	/	-1
CC(=O)C1=C(O)C(=O)N(CCC(=O)O)C1c1ccc(Cl)cc1Cl (stereo unspecified)	-2	-1	23	0	-2	0	4.2	/
CC(=O)c1ccc(OCc2cc(C(=O)NCCN3CCCC(O)C3)no2)cc1 (stereo unspecified)	/	18	27	1	-1	0	1.0	-1
CN(c1ccccc1)S(=O)(=O)c1ccc(C(=O)Nc2ncccc2O)cc1	3	0	-15	/	-11	/	-4.2	4
CC(CCc1ccccc1)NC(=O)CN1C(=O)NC2(CCCCC2C)C1=O (stereo unspecified)	11	-15	1	2	-8	5	2.2	-3
Cc1noc(C)c1S(=O)(=O)Nc1ccc(C(=O)N2CCN(c3cccc(Cl)c3)CC2)cc1	23	/	1	11	/	10	/	3
COc1ccccc1-c1ccc2n(c1=O)C[C@H]1[C@H](CO)[C@@H](C(=O)N(C)C)[C@@H]2N1C(=O)c1cccnc1	0	1	2	-1	4[16.7 µM]	-1	-3.6	/

Reformatted with two lines to a compound: entries from further up
Order of results: PGC1a acetyl inh, INS-1E GSIS act, C2C12 statin, PglD DTNB, miR122 inh, Cneo AK release, CFTR F508del cor, FN deposition inh
COC(=O)N1CC(c2ccccc2)CC1=O (stereo unspecified)
    5, -2, 1, /, -1, /, /, /
CN(c1ccccc1)S(=O)(=O)c1ccc(C(=O)Nc2ncccc2O)cc1
    3, 0, -15, /, -11, /, -4.2, 4

Entries shown so far with an aryl methoxy group, in the order listed:
SMILES	PGC1a acetyl inh	INS-1E GSIS act	C2C12 statin	PglD DTNB	miR122 inh	Cneo AK release	CFTR F508del cor	FN deposition inh
COc1ccccc1C1/C(=C(\O)c2ccc3c(c2)OCCO3)C(=O)C(=O)N1Cc1cccnc1 (stereo unspecified)	15	2	2	2	-5	1	-2.3	2
COc1ccc(C(=O)N2CCOC23CCN(c2ncccn2)CC3)cc1	-7	-1	2	-3	-5	-3	2.6	-2
COc1ccc(CCNC(=O)C(=O)N2CCCCC2)cc1OC	-1	/	-3	4	-3	1	/	/
CCC1=NN2C(=N)/C(=C\c3ccc(OCCOc4ccccc4OC)cc3)C(=O)N=C2S1	-2	-10	6	-4	-3	5	-0.4	4
COc1ccccc1NC(=O)C(C)Sc1nc2ccccc2c(=O)n1CC1CCCO1 (stereo unspecified)	/	-9	18	2	/	-2	1.5	5
COc1ccc(C#Cc2ccc([C@H]3[C@@H](CO)N4C(=O)CN(C(=O)c5ccc(F)cc5)C[C@H]34)cc2)cc1	-9	-8	/	/	/	/	2.8	-15
COc1ccccc1N1CCN(C/C(O)=C(\C#N)c2nc(-c3ccccc3)cs2)CC1	-6	/	4	2	-3	-1	/	/
COc1ccc(CCNC(=O)c2c(C)noc2C)cc1	3	5	2	-1	-3	0	-0.4	/
COc1ccccc1Cc1c(-c2ccco2)nc2ccc(Br)cn12	-1	-9	4	2	-1	1	-0.6	-9
COc1ccc(S(=O)(=O)N[C@@H]2CC[C@@H](CC(=O)O)O[C@@H]2CO)cc1	8	8	-3	2	/	48	0.4	-6
COc1ccc2nc(SCC(=O)NN)cc(C)c2c1	4	/	7	-7	73	2	/	-1
COc1ccccc1-c1ccc2n(c1=O)C[C@H]1[C@H](CO)[C@@H](C(=O)N(C)C)[C@@H]2N1C(=O)c1cccnc1	0	1	2	-1	4[16.7 µM]	-1	-3.6	/
